PAFAH1B2 FP inh: PAFAH1B2 enzyme inhibitors, primary screen, biochemical, fluorescence polarization, human; Platelet-activating factor acetylhydrolase IB subunit alpha2 (Homo sapiens), P68402; recombinant PAFAH1B2, FP-rhodamine activity probe; inhibition, % at 3.39 µM; hit rate 1.2% among 340,000; AID 492953, 2010;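 active = inhibition above the mean of all tested compounds plus 3 SD, cut at about 24% in these data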;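 note: 0% = enzyme with DMSO and 100% = wells lacking PAFAH1B2; many of its hits are not listed in these tables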
Target sequence (P68402 whole entry, looked up): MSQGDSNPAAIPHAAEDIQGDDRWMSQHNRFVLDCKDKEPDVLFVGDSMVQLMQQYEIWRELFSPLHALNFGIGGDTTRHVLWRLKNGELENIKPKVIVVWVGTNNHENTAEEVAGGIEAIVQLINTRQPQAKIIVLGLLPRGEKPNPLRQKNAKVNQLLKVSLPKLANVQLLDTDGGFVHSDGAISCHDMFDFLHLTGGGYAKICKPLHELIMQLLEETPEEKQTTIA
LYPLA2 inh: LYPLA2 inhibitors, primary screen, counter-screen for PME1 inhibitor project, biochemical, fluorescence polarization, FP-Rh probe ABPP; Acyl-protein thioesterase 2 (Homo sapiens), O95372; recombinant LYPLA2; inhibition, % at 5.9 µM; hit rate 0.38% among 320,000;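 active = inhibition above the screen-wide mean plus 3 SD, limit set per campaign, cut at about 26% in these data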;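 note: 0% = LYPLA2 with DMSO and 100% = wells lacking LYPLA2 enzyme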
PAFAH2 FP inh: PAFAH2 enzyme inhibitors, primary screen, biochemical, fluorescence polarization, human. hit rate 0.99% among 340,000. Platelet-activating factor acetylhydrolase 2, cytoplasmic (Homo sapiens), Q99487. recombinant PAFAH2, FP-rhodamine activity probe. inhibition, % at 3.39 µM;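 active = inhibition above the mean over all tested compounds plus 3 SD, cut at about 30% in these data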;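 note: inhibitors block probe labeling of enzyme so polarization drops; 0% = enzyme with DMSO and 100% = wells lacking PAFAH2 protein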
PME-1 primary: PME-1 inhibitors via competitive probe labeling, primary screen, biochemical, fluorescence polarization, FP-Rh probe, HTS. inhibition, % at 5.9 µM. AID 2130, 2009. Protein phosphatase methylesterase 1 (Homo sapiens), Q9Y570. recombinant PME-1. hit rate 0.53% among 320,000;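 active = inhibition above the campaign mean of all compounds plus 3 SD, cut at about 26% in these data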;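 note: competitive labeling of PME-1 active site by serine hydrolase directed probe; 0% = PME-1 with DMSO and 100% = wells lacking PME-1 enzyme; inhibitors block probe labeling so polarization falls and inhibition rises; many of its hits are not listed in these tables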
Target sequence (Q9Y570 whole entry, looked up): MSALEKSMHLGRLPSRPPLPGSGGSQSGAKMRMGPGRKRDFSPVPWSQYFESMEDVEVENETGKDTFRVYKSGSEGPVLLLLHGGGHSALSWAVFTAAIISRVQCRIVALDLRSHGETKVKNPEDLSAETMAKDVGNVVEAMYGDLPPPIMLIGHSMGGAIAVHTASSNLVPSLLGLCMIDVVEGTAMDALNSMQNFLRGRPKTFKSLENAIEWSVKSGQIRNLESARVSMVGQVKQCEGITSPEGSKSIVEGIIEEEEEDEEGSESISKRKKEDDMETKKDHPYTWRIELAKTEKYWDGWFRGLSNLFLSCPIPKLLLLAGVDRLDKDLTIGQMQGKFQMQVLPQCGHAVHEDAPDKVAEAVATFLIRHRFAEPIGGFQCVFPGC
LYPLA1 inh: LYPLA1 inhibitors, primary screen, counter-screen for PME1 inhibitor project, biochemical, fluorescence polarization, FP-Rh probe ABPP; Acyl-protein thioesterase 1 (Homo sapiens), O75608; recombinant LYPLA1; inhibition, % at 5.9 µM; hit rate 0.16% among 320,000; AID 2174, 2009;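 active = inhibition above the mean of all tested compounds plus 3 SD, set per campaign, cut at about 14% in these data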;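 note: inhibitors block serine hydrolase probe labeling of LYPLA1 so polarization falls; 0% = enzyme with DMSO and 100% = wells lacking LYPLA1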
Target sequence (O75608 whole entry, looked up): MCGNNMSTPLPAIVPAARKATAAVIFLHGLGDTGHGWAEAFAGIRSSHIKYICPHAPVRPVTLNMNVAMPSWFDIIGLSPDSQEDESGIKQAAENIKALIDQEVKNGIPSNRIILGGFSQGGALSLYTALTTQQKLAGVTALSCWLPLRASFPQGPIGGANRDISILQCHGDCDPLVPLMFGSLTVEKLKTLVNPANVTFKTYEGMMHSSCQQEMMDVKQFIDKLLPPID
PAFAH1B3 FP inh: PAFAH1B3 enzyme inhibitors, primary screen, biochemical, fluorescence polarization, human | Platelet-activating factor acetylhydrolase IB subunit alpha1 (Homo sapiens), Q15102 | inhibition, % at 3.39 µM | recombinant PAFAH1B3, FP-rhodamine probe | AID 492972, 2010 | hit rate 0.28% among 340,000;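 active = inhibition above the screen-wide average of all tested compounds plus 3 SD, cut at about 25% in these data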;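 note: 0% = enzyme with DMSO only and 100% = wells lacking PAFAH1B3 protein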
Target sequence (Q15102 whole entry, looked up): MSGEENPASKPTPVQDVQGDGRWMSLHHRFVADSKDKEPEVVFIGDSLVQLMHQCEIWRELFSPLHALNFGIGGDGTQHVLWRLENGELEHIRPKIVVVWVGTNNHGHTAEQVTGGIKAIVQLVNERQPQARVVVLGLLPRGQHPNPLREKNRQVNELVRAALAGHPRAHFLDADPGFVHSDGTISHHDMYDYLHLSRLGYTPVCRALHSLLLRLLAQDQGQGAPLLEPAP
PAD4 inh: human PAD4 inhibitors, primary screen, biochemical, fluorescence polarization, 1536-well format; Protein-arginine deiminase type-4 (Homo sapiens), Q9UM07; recombinant PAD4, RCA probe fluorescence polarization; inhibition, % at 6.36 µM; hit rate 0.41% among 330,000; AID 485272, 2010;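 active = percent inhibition above a cutoff equal to the mean of all tested compounds plus 3 SD, cut at about 15% in these data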;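 note: 0% = PAD4 with RCA probe and DMSO and 100% = probe without PAD4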
pPAFAH inh: pPAFAH enzyme inhibitors, primary screen, biochemical, fluorescence polarization, human | Platelet-activating factor acetylhydrolase (Homo sapiens), Q13093 | recombinant pPAFAH, FP-rhodamine probe fluorescence polarization | inhibition, % at 3.39 µM | hit rate 1.5% among 330,000 | AID 463082, 2010;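 active = inhibition above the mean inhibition across the screen plus 3 SD, cut at about 25% in these data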;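 note: inhibitors block binding of the rhodamine activity-based probe so polarization drops; 0% = enzyme with DMSO and 100% = wells lacking pPAFAH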
GSTO1 inh: inhibitors of recombinant GSTO1, primary screen, counter-screen for RBBP9 inhibitor project, biochemical, fluorescence polarization | Glutathione S-transferase omega-1 (Homo sapiens), P78417 | activity-based probe fluorescence polarization | inhibition, % at 5.96 µM | hit rate 1.1% among 300,000 | AID 1974, 2009;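 active = inhibition above the campaign mean inhibition plus 3 SD, cut at about 35% in these data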;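 note: 0% = GSTO1-1 with DMSO and 100% = wells lacking GSTO1-1 enzyme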
Active calls of the source: *; . = not tested or not shown. Some of the compounds tested; the hit share may differ from the screen's.

SMILES	PAFAH1B2 FP inh	LYPLA2 inh	PAFAH2 FP inh	PME-1 primary	LYPLA1 inh	PAFAH1B3 FP inh	PAD4 inh	pPAFAH inh	GSTO1 inh
COc1cccc(C2C(C(=O)c3ccc(C)o3)=C(O)C(=O)N2CCN2CCOCC2)c1 (configuration not stated)	2	-4	3	4	-3	5	-4	-7	1
COc1ccc(CC(=O)Nc2ccc(S(=O)(=O)NCC3CCCO3)cc2)cc1 (configuration not stated)	-2	5	3	-1	2	12	4	0	2
COc1ccc(C(=O)NCCONC(=O)c2ccc(OC)cc2)cc1	4	-1	3	0	-6	-5	-3	2	-3
O=C(NCCCN1CCCC1=O)Nc1ccccc1F	-1	6	2	1	0	-2	-4	3	1
CC(=O)c1ccc(NCCC(=O)c2ccccc2)cc1	0	8	-1	1	0	6	5	0	19
CCOC(=O)CNC(=O)c1sc(NC(=O)c2ccccc2)nc1C	6	-2	-14	-3	1	3	4	0	0
CC1=CCC2C(=O)N(c3cc(C)on3)C(=O)C2C1 (configuration not stated)	1	19	12	5	6	-2	2	1	-1
COc1cccc(C(=O)OCC(=O)NC(=O)NC2CCCC2)c1O	0	2	7	-2	4	5	-6	3	0
Cc1c(NC(=O)COC(=O)c2cc(-c3ccc(-c4ccccc4)cc3)nc3ccccc23)c(=O)n(-c2ccccc2)n1C	-7	-24	-37	-23	-9	-14	-2	-26	-18
CC(C)(C)NC(=O)CSc1nnc(-c2ccco2)n1Cc1ccco1	2	1	0	0	0	1	-8	-2	-2
COc1ccccc1NC(=O)CCC(=O)Nc1nnc(C(F)(F)F)s1	2	0	-8	89*	2	3	2	-1	1
COc1cc(NC(=O)CSc2nnc(C)s2)cc(OC)c1	-3	-7	9	-2	-4	7	2	1	7
O=C(CCNC(=O)c1ccco1)Nc1ccc(F)c(Cl)c1	-1	-5	-1	2	-2	-1	2	-1	2
CC(=O)OC(Cn1ccnc1)c1ccccc1 (configuration not stated)	-1	10	-5	0	0	14	-1	2	-2
Cc1ccccc1NCC(=O)N/N=C\C=C\c1cccc([N+](=O)[O-])c1	5	9	2	8	7	-5	-3	4	-2
COCCn1c(SCC#N)nnc1-c1ccc2c(c1)OCO2	4	1	-3	2	1	5	3	-1	-1
COc1ccc(OC)c(NC(=O)c2cc3c(=O)n4ccccc4nc3n2C)c1	2	7	-3	6	2	-2	1	8	8
CCCCN(CC)c1nc(N)c2c(N)nc(OCC)cc2c1C#N	7	6	8	10	0	4	-16	10	15
Cc1ccc(-n2ncc3c(N4CCC5(CC4)OCCO5)ncnc32)c(C)c1	5	-7	1	2	2	10	2	-1	5
Cc1ccsc1C1C(C(=O)O)c2ccccc2C(=O)N1C (configuration not stated)	3	-3	5	1	4	-3	-4	1	-2
CC(C)c1ccc(/C=C(\NC(=O)c2ccccc2)C(=O)NCCCN2CCOCC2)cc1	3	-1	2	0	-4	6	0	9	5
CCN(CC)CCC(=O)N1c2ccccc2CCc2ccc(NC(=O)OC)cc21	-1	-4	-4	-4	-2	13	-4	-2	-1
O=C(O)c1ccc(Cl)c(S(=O)(=O)N2CCCC2)c1	4	3	1	0	0	5	-4	-1	-2
CCN1C(=O)CS/C1=N\c1nccs1	2	6	1	4	3	-2	1	7	-16
COCCn1c(C)cc(C(=O)COc2ccc(C)nc2[N+](=O)[O-])c1C	1	6	1	-19	5	7	0	2	16
CCc1c(C(=O)OC)nnc2cc(C)nn12	-1	0	-2	-1	2	9	-1	-5	0
COc1ccc(/C=C/c2cc(=O)c3cc(Cl)ccc3o2)cc1	0	-1	-1	-5	-7	2	0	-2	-3
CC(C)=CCC12Oc3cc(O)ccc3C1(O)Oc1cc(O)c([C@H]3C=C(C)CC(c4ccc(O)cc4O)[C@H]3C(=O)c3ccc(O)cc3O)c(O)c1C2=O (some centres not stated)	.	-34	.	-19	-23	.	3	14	-14
Cc1cc(C)c(S(=O)(=O)c2ccc(Cl)cc2C)c(Cl)n1	-1	0	5	6	-5	5	4	3	5
Cc1nn(C)c(C(=O)NNC(=S)NC2CCCCC2)c1Br	4	6	1	-1	3	9	0	8	7
Cn1nc(C(F)(F)F)c(C(=O)Nc2ccc(C(F)(F)F)cc2)c1Cl	-2	4	-1	-6	0	4	5	6	6
O=C(Nc1ccc(Cn2cccn2)cc1)c1ccc(COc2cccc(Br)c2)cc1	-13	-36	-22	-36	-17	-17	-2	-11	-13
COc1ccc(-c2nc(N)ncc2-c2ccccc2OC)c(O)c1	1	0	8	1	1	3	2	-1	2
COc1ccc(C(=O)Nc2cc(S(=O)(=O)N3CCCC3)ccc2Cl)cc1	4	.	4	.	.	5	-1	-9	.
O=c1c2ccccc2nc(SCc2cccc(F)c2)n1-c1cccc(S(=O)(=O)N2CCCC2)c1	-1	-18	-6	-16	-11	-5	-2	7	-4
Cc1onc(-c2ccccc2Cl)c1C(=O)Nc1ccccc1C(=O)NC(C)C	5	2	-2	-3	-1	6	-3	-11	-5
O=C(COC(=O)Cc1cccc(C(F)(F)F)c1)NCc1ccco1	3	1	4	-3	1	5	0	3	.
CCC1=C(C)CN(C(=O)NCCc2ccc(S(=O)(=O)NC(=O)NC3CCC(C)CC3)cc2)C1=O (configuration not stated)	3	3	5	-1	2	9	3	0	6
Cc1nnc(SCc2ccc(Cl)cc2)n1CC1CCCO1 (configuration not stated)	13	4	-5	2	0	0	-1	0	9
COc1cc(OC)cc(C(=O)N[C@H](C(=O)NCCc2c[nH]c3ccccc23)C(C)C)c1	3	3	-4	-1	0	7	-6	-2	10
COc1ccc(NC(=O)c2cc(CN3C(=O)c4ccccc4C3=O)ccc2OC)cn1	2	5	0	-2	-2	1	1	8	1
CCOc1ccc(N=C(/C(C(=O)C(=O)N2CCOCC2)=C(/O)c2ccccc2)c2ccccc2)cc1	3	-3	-5	-1	-1	-5	-4	8	9
CCOC(=O)C1=C(C)N(C)C(=O)NC1c1c(C)nn(-c2ccccc2)c1C (configuration not stated)	2	2	13	-8	0	-6	2	-6	9
CCOC(=O)c1ncn2c1C(=O)OC2(C)C	0	3	-2	-2	1	4	-4	0	-4
O=C(OC(C(=O)NCC1CCCO1)c1ccc(F)cc1)c1ccco1 (configuration not stated)	0	4	-4	-1	1	10	-1	1	7
COc1cc(C2C(C(=O)OC(C)C)=C(C)Nc3ncnn32)cc(OC)c1OC (configuration not stated)	3	-3	3	1	-3	4	1	-9	8
Cc1nn(C)cc1C(C(=O)NC1CCCCC1)N(C(=O)Cc1cccs1)c1ccc(F)cc1 (configuration not stated)	6	2	-9	2	1	-12	-3	6	-6
CCc1ccc2oc(=O)cc(CN(C)Cc3ccccc3)c2c1	38*	-8	-9	0	0	3	0	0	5
CCOC(=O)Cn1c(CN2CCN(c3cccc(Cl)c3)CC2)nc2c1c(=O)[nH]c(=O)n2C	5	4	5	-3	2	6	0	4	7
CN(Cc1ccc(C(F)(F)F)cc1)C(=O)C1CC(=O)N(Cc2ccco2)C1 (configuration not stated)	-3	.	-4	.	.	1	-4	4	.
C=CCn1c(-c2csc(-c3ccc(Cl)cc3)n2)n[nH]c1=S	0	14	-4	1	2	5	-2	8	3
CCCNC(=O)c1ccc(SCC(=O)N(CC)CC)c([N+](=O)[O-])c1	-2	2	5	-1	-2	8	-4	-4	4
CCNC(=S)N(Cc1ccc(OC)cc1)C1CC(=O)N(c2ccc(OCC)cc2)C1=O (configuration not stated)	-2	1	0	3	-3	3	-4	4	12
COc1ccc(N2CCN(C(=O)COC(=O)CCOc3cc(C)ccc3C)CC2)cc1	5	-3	-3	-5	0	10	-4	4	-2
COc1ccc2c(c1)-c1c(ssc1=S)C(C)(C)N2C(=O)CSC1=NCCS1	1	4	7	9	1	5	6	14	-4
Cc1ccccc1Cn1nnc(-c2cccc(C(=O)O)c2)n1	5	19	6	-2	-2	2	-12	8	1
COc1ccccc1N1CCN(C2CCCN(S(=O)(=O)c3cccc(Cl)c3)C2)CC1 (configuration not stated)	-3	3	-3	-4	1	4	0	1	-3
O=C(Nc1ccc2c(c1)OCO2)c1ccc(=O)[nH]n1	-1	2	-5	0	-1	-2	-2	-1	3
CCOC(=O)C1CCN(C(=O)C2CCN(S(=O)(=O)c3cc(Cl)ccc3Cl)CC2)CC1	8	-1	4	23	-1	0	1	5	5
C=CCN(CC=C)S(=O)(=O)c1ccc(NC(=S)NC(=O)/C=C/c2ccccc2)cc1	-5	-29	-4	-23	-17	-1	0	3	-13
Continuation.
SMILES	PAFAH1B2 FP inh	LYPLA2 inh	PAFAH2 FP inh	PME-1 primary	LYPLA1 inh	PAFAH1B3 FP inh	PAD4 inh	pPAFAH inh	GSTO1 inh
Cc1cccc(C)c1-n1c(C)nn(-c2ncc(C(F)(F)F)cc2Cl)c1=O	4	2	-2	0	-1	5	3	-2	8
COC(=O)c1ccccc1NC(=O)CCS(=O)(=O)c1ccc(Br)s1	13	0	3	6	1	0	-8	8	0
CCOc1cccc(-c2cc(C(=O)N3N=C(C)CC3(O)C(F)F)c3ccccc3n2)c1 (configuration not stated)	11	-9	1	-7	-2	7	-3	18	-1
CC(C)(C)c1ccc(C(=O)NC2CCN(Cc3ccccc3)CC2)cc1	1	-10	7	-8	-1	4	0	16	-2
O=C(NNC(=O)c1cc(-c2ccc(Cl)c(Cl)c2)nc2ccccc12)Nc1ccccc1	-23	-53	-61	-58	-29	-23	0	-9	-3
Cc1ccsc1/C=N/NC(=O)c1nnn(-c2nonc2N)c1-c1ccc2c(c1)OCO2	1	-7	9	3	-6	2	-3	3	7
COc1cc(C)c(Br)cc1S(=O)(=O)NCc1ccccc1	-2	3	0	-2	-1	0	-1	-4	-7
c1ccc2[nH]c(-c3nc4ccccc4[nH]3)nc2c1	4	9	8	-10	1	7	-2	1	-8
CCOC(=O)C[C@H]1c2ccccc2S(=O)(=O)N1c1cccc(OC)c1	-1	0	0	-3	1	3	4	1	3
O=C(NCCNc1nccc(C(F)(F)F)n1)c1cccs1	-1	2	4	-2	0	-5	-1	0	2
C=C(C)CNC(=O)c1ccc(OC2CCN(C(=O)COC)CC2)cc1	1	1	2	-2	2	13	2	-1	3
COc1ccccc1/C=C1/SC(=O)N(CCC(=O)Nc2ccc(S(=O)(=O)Nc3nccs3)cc2)C1=O	1	7	3	10	-6	-5	5	6	-7
COc1ccc(S(=O)(=O)N(C)c2ccc(C(=O)N3CCOCC3)cc2)cc1	-3	2	1	5	2	8	-2	3	6
Nc1nonc1-n1nnc(C(=O)O)c1-c1cccs1	9	6	0	-1	2	5	3	1	3
COc1ccc(-c2coc3cc4oc(=O)c5ccccc5c4cc23)cc1F	-3	-3	-9	-5	-3	-11	-3	2	-7

Compound activity from PubChem BioAssay.
